BAZ2B inh: BAZ2B (human) inhibition | AlphaScreen BAZ2B-H3K14Ac peptide displacement | Potency, µM (top dose mostly 114 µM), for inactives: top-dose activity change, negative = inhibition, most hits filed as inhibitors | hit rate 4.4% among 360,000; note: % is set by controls: 0 for no effect and ±100 for the full control effect; nearly all actives have a fitted effect of over 60% in size
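BAZ2B 50 nM plus b-H3(5-23)K14Ac 50 nM, PBS pH 7.4/0.01% Tween-20, 30 min RT; compound added (max 110 uM), 30 min RT; streptavidin donor/Ni-chelate acceptor beads 10 ug/mL final, 20 min dark; AlphaScreen read.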
APEX1 inh: inhibitors of human APE1 endonuclease. recombinant APE1, TAMRA/BHQ-2 abasic DNA cleavage fluorescence. P27695. AID 2517. Potency, µM (top dose mostly 65.8 µM), for inactives: at the highest dose activity change, negative = inhibition, most hits filed as inhibitors. hit rate 0.35% among 350,000;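 note: plate controls were vehicle for no effect and reference inhibitor for full effect; nearly all actives have a fitted effect of over 55% in size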
Target sequence (P27695 whole entry, looked up): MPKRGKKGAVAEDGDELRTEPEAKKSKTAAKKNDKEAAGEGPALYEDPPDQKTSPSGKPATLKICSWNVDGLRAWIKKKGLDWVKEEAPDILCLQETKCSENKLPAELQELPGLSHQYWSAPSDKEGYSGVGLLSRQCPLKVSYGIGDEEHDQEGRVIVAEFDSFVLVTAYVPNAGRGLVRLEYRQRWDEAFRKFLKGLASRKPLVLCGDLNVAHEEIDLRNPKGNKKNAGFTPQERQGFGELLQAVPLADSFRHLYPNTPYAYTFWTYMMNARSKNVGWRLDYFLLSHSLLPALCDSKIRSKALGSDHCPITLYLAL
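0.75 nM APE1 + cpd, 15 min RT; start w/ 50 nM TAMRA/BHQ-2 THF-abasic dsDNA; kinetic fluor 525/598 nm ×3 reads @60 s; Δ(read3−read1); normalized to DMSO and NSC13755 control wells.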
Pol beta inh: blocks human DNA polymerase beta activity | P06746 | Pol beta primer extension/strand displacement, fluorescence kinetic | Potency, µM (highest dose often 114 µM), without a hit: at the highest dose activity change, negative = inhibition, usual class: inhibitors | hit rate 1.3% among 340,000; note: % is set by controls: 0 for no effect and ±100 for the full control effect
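Preincubation: enzyme (10 nM) with compound, 15 min, RT. Reaction: substrate added to 50 nM final. Reads: 0 and 10 min. Analysis: normalized, Hill fit.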
Pol kappa inh: blocks human DNA polymerase kappa activity; Q9UBT6; purified Pol kappa, fluorescent DNA synthesis assay, 10 min; AID 588579; hit rate 0.53% among 400,000; Potency, µM (series often up to 107 µM), inactives show at the highest dose activity, negative = inhibition, most hits filed as inhibitors; note: % is set by controls: 0 for no effect and ±100 for the full control effect
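Fluorescent qHTS in 1536-well format: enzyme (10 nM) and compound sat 15 min at room temperature before 50 nM substrate (final) was added. Signal taken at 0 and 10 min; no-enzyme buffer wells were negative controls.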
Pol eta inh: DNA polymerase eta (human) inhibition; Q9Y253; hit rate 1.2% among 390,000; Potency, µM (doses to about 114 µM), inactives show at the highest dose activity change, negative = inhibition, actives largely listed as inhibitors; recombinant Pol eta, fluorescent DNA replication assay; AID 588591; note: % is set by controls: 0 for no effect and ±100 for the full control effect
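Pol eta (10 nM) was preincubated with compounds for 15 min at room temperature, after which fluorescent replication substrate (50 nM final) was added to start the reaction. Fluorescence was read kinetically at 0 and 10 min.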
G9a block: G9a (human) methyltransferase inhibition | G9a H3K9 monomethylation, AlphaScreen, 2 h | AID 504332 | hit rate 8.8% among 350,000 | Potency, µM (top dose mostly 102 µM), for inactives: top-dose activity, negative = inhibition, most hits filed as inhibitors; note: % is set by controls: 0 for no effect and ±100 for the full control effect; nearly all actives have a fitted effect of over 75% in size
Target sequence (Q96KQ7 913-1193 limits assumed): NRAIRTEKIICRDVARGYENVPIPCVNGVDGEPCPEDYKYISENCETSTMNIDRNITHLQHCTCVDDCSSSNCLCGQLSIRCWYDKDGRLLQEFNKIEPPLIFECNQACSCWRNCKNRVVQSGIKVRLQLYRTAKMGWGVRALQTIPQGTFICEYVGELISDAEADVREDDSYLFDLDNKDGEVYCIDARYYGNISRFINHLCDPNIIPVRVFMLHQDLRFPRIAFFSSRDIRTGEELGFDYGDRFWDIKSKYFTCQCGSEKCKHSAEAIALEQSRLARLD
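Signal arises when biotinylated H3K9 peptide, once monomethylated, bridges streptavidin donor and antibody-captured acceptor beads. Enzyme at 20 nM was preincubated 15 min with test compounds; peptide 500 nM and SAM 20 uM then reacted for 2 h.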
BLM helicase inh: inhibitors of human Bloom syndrome helicase BLM; P54132; recombinant BLM DNA unwinding, fluorescence dequenching; Potency, µM (top dose mostly 56.1 µM), without a hit: top-dose activity change, negative = inhibition, most hits filed as inhibitors; hit rate 0.2% among 350,000;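 note: plate controls were vehicle for no effect and no enzyme for full effect; nearly all actives have a fitted effect of over 35% in size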
POLI inh: DNA polymerase iota (human) inhibition; hit rate 1% among 390,000; AID 588590; Potency, µM (highest dose often 115 µM), for the others: top-dose activity, negative = inhibition, usual class: inhibitors; Pol iota fluorescent replication assay, 10 min
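Fluorescent replication assay read twice, at 0 min and 10 min after adding 50 nM (final) substrate. Enzyme (10 nM) and compounds were first incubated 15 min at room temperature; enzyme-free buffer wells were negative controls.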
Anesthetic bind: binds horse apoferritin like a general anesthetic. hit rate 0.074% among 350,000. Potency, µM (titrated, usually from 77.5 µM), without a hit: at the top dose activity change, negative = displacement, most hits filed as inhibitors. apoferritin/1-aminoanthracene competitive binding, fluorescence. P02791; note: % is set by controls: 0 for no effect and ±100 for the full control effect; nearly all actives have a fitted effect of over 20% in size
Target sequence (P02791 2-175 limits assumed): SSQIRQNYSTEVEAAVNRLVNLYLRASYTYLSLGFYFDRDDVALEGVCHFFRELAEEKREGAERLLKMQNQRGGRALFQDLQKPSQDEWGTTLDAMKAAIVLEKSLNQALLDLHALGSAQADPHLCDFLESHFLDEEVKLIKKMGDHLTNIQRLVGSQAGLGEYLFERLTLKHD
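Steps: apoferritin (10 uM) was premixed with half-saturated 1-AMA in PBS, compounds were pin-transferred, plates stood 10 min at room temperature, fluorescence was read at 380/535 nm, and curves were fitted with a Hill equation.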
Numbers without * were called inactive; ? = inconclusive; · = not tested or not shown; [ ] = dose if it differs, or a comment. Calls come from the whole dose curve; as a rule, active = well fitted curve in the direction sought with a large enough effect; inconclusive = small, poorly fitted or top-dose-only effect, or another doubt; inactive = no such curve, though single readings can be large; an effect the other way counts as inactive or inconclusive. Potency is the fitted concentration of half-maximal effect. A portion of the library; rates above refer to the full screens.

SMILES	BAZ2B inh	APEX1 inh	Pol beta inh	Pol kappa inh	Pol eta inh	G9a block	BLM helicase inh	POLI inh	Anesthetic bind
O=C(Nc1ncccn1)C1c2ccccc2Oc2ccccc21	-11%	0%	19%	-1%	-10%	27%[59 µM]	-2%	7%	-5%
COc1ccc(C(C)C)cc1S(=O)(=O)Nc1ccccn1	-4%	3%	20%	-5%	-6%	-29%[2.33 µM]	0%	?	-3%
COc1cc(CN(C)c2ccc(S(=O)(=O)N3CCCC3)cn2)ccc1OC(F)F	4%	13%	·	-11%	-25%	5%	·	-16%	·
Cc1ccc(C)n1-c1cc(S(=O)(=O)N2CCOCC2)ccc1N1CCCC1	-8%	-3%	?	-19%	7%	?	-3%	?	-11%
CCOC(=O)NNC(=O)c1ccc(Cl)cc1	-24%	-9%	4%	-12%	-8%	-5%[59 µM]	3%	2%	-11%
CCN(C(=O)Cc1ccccc1OC)c1nnc(-c2ccncc2)s1	-2%[57.1 µM]	-1%	7%	-4%	-15%	?	-5%	?	-19%
CC1CCC2(CC1)NC(=O)N(CC(=O)NC1(C#N)CCCCC1)C2=O (stereo unspecified)	-6%	6%	·	-2%	-14%	-1%	·	42%[activator]	·
O=C(NCc1ccc(F)cc1)C1CCC(CNS(=O)(=O)c2cccs2)CC1 (stereo unspecified)	8%	-7%	44%	-3%	4%	1%	0%	99%[activator]	35%[activator]
O=C(NC(NC(=O)c1c(F)cccc1F)c1ccc([N+](=O)[O-])cc1)c1c(F)cccc1F	-2%	26%	26%	7%	-10%	3%	-6%	22%	-5%
COCC(C)NC(=O)c1ccc2nc(-c3ccccc3)c(-c3ccccc3)nc2c1 (stereo unspecified)	?	-14%	?	-2%	-2%	·	-5%	122%[activator]	-15%
CCOC1(C)OCC(=O)[C@]2(CCC3C4CCC5=CC(=O)C=CC5(C)C4C(=O)CC32C)O1 (stereo partly specified)	-3%	5%	3%	-6%	-10%	4%[59 µM]	0%	160%[activator]	-4%
N#Cc1ccc(C(=O)Nc2cccc3ccccc23)c(F)c1	-11%	24%	16%	-12%	-2%	1%[0.501 µM]	-2%	17%	-5%
CCC(C)N1C(=O)N(c2cccc(Cl)c2)C(C)(O)CC1(C)C (stereo unspecified)	2%	13%	-15%	-19%	-6%	-16%[2.33 µM]	-2%	11%	?
CC(C)Oc1ccc(/C=N/NC(=O)c2nnn(-c3nonc3N)c2CN(C)c2ccccc2)cc1	-15%[57.1 µM]	-9%	-5%	-11%	-13%	-43%	-11%	-5%	0%
O=C(NC(=S)N1CCCC1)c1ccc(Cl)cc1	-3%	-8%	-1%	4%	-18%	31%	-2%	44%[activator]	-6%
Cc1cc(SCC(=O)Nc2cccc(S(=O)(=O)NC3=NCCCCC3)c2)nc2ccccc12	-10%	-2%	2%	-7%	-7%	·	2%	-13%	-5%
Cc1ccc(Nc2c(-c3ccco3)nc3ccccn23)cc1	?	2%	-1%	-5%	-18%	40µM*	-26%	34%[activator]	1%
COc1ccccc1-c1nc(-c2ccc(Br)cc2)no1	19%	1%	15%	-4%	8%	26%[59 µM]	-3%	4%	0%
Cc1cc(C)n(Cc2ccc(C(=O)NCCC3=CCCCC3)o2)n1	11%	-1%	22%	-10%	-16%	5%[59 µM]	-2%	5%	-16%
S=C(Nc1ccccc1Cl)N(CCCN1CCOCC1)Cc1ccco1	-18%	2%	-20%	11%	-23%	-9%[59 µM]	2%	24%	-9%
CC(=O)N/N=C(\C)c1ccc2c(c1)OCCO2	-12%	-9%	6%	4%	-21%	-17%	-1%	15%	-12%
CCN(CCO)C(=O)c1ccc2nc(Cc3cccc(Cl)c3)oc2c1	1%	3%	27%	0%	-20%	·	-7%	17%	-7%
COC(=O)c1cccnc1NC(=S)NNC(=O)c1ccncc1	-4%	-1%	9%	-12%	-12%	?	-1%	11%	1%
OCCN(CC#CCC(O)(c1ccccc1)C1CCCC1)CCO (stereo unspecified)	-1%	33%[activator]	4%	-10%	8%	18%[12.7 µM]	1%	115%[activator]	1%
CSc1nnc([C@@H](NC(=O)OC(C)(C)C)C(C)C)o1	6%	1%	25%	3%	9%	-21%	-6%	0%	-11%
Cn1c(CNC(=O)c2ccccc2F)nnc1SCC(=O)c1ccccc1	2%	-6%	0%	-1%	-5%	20%[12.7 µM]	-1%	29%	-13%
COc1ccc(CCNC(=S)N2CCC(C(N)=O)CC2)cc1	-1%	3%	28%	4%	-3%	-128%[59 µM]	-2%	39%[activator]	4%
O=C(CSc1nc(O)cc(=O)[nH]1)N1CCOCC1	4%	18%[12.4 µM]	9%	3%	-11%	14%[59 µM]	1%	11%	0%
O=C(Cn1ccc([N+](=O)[O-])n1)Nc1nccs1	-7%	-1%	-3%	-23%	-3%	18%[59 µM]	-2%	23%	-6%
CCS(=O)c1ccccc1C(=O)OC(C)C(=O)Nc1ccc(S(=O)(=O)N2CCCC2)cc1 (stereo unspecified)	-14%	14%	·	-4%	-17%	?	·	-11%	·
c1ccc2c(c1)CCc1c(-c3ccncc3)n[nH]c1-2	-5%	-11%	·	0%	-16%	?	·	60%[activator]	·
CCOC(=O)N1CCN(C(=O)CN(c2ccc(OC)cc2)S(C)(=O)=O)CC1	-1%	-3%	3%	-2%	1%	1%[59 µM]	-7%	16%	-9%
CCNc1ncc2nc(C)c(=O)n(C[C@H]3CCCO3)c2n1	·	1%	·	-1%[60.1 µM]	·	26%[0.501 µM]	-8%	·	·
CC(=O)N1CCc2c(sc(NC(=O)CCS(=O)(=O)c3ccc(C)cc3)c2C#N)C1	-3%	-10%	·	-3%	-10%	-47%	·	34%[activator]	·
COc1cc(OC)c2c(C)cc(=O)oc2c1C(CCN1CCCCC1)c1ccc(N(C)C)cc1 (stereo unspecified)	·	-1%	·	-6%	·	·	-4%	-2%	-18%
Cc1cc2c(nc1C)CCCN2C[C@@H](C)O/N=C1/[C@H]2CCn3c(=O)n(-c4ccccc4)c(=O)n3[C@H]2[C@H](O)[C@@H]2O[C@H]12	-25%	2%	5%	-12%	8%	?	0%	?	44%[activator]
CC(=O)NCC12CC3CC(C1)CC(C(=O)O)(C3)C2	-4%	-3%	41%	-4%	-8%	-14%	2%	23%	-8%
Cn1c(=O)c2c(nc(NCc3ccco3)n2C/C=C/c2ccccc2)n(C)c1=O	?	-2%	-13%	-21%	?	19%[59 µM]	-10%	?	-12%
Cc1ccc(Cl)cc1NC(=O)C1CCCN1S(=O)(=O)c1ccc(-c2ccc(=O)[nH]n2)s1 (stereo unspecified)	0%	71%[activator]	-1%	2%	-16%	-2%	-4%	16%	-28%
CCOC(=O)C1C(=O)CC(C)(O)C(C(=O)OCC)C1c1ccc(F)cc1 (stereo unspecified)	4%	1%	30%	15%	-17%	18%[59 µM]	-2%	36%[activator]	-9%
O=C1C=C(c2ccc3c(c2)oc2ccccc23)C[C@@H](c2ccc3c(c2)OCO3)C1	-27%	22%	·	12%	-4%	1%[0.501 µM]	·	-23%	·
Cn1c(SCC(=O)Nc2nccs2)nnc1-c1ccc(S(=O)(=O)N2CCCC2)cc1	2%	1%	2%	3%	-19%	-5%	-1%	23%	-12%
Cc1nc(SCC(=O)Nc2ccc3c(c2)OCO3)c(C#N)c2c1CCCC2	-3%	4%	15%	3%	-1%	0%[12.7 µM]	-5%	14%	-15%
Cc1c(Cl)cccc1NC(=S)/C(=C(\[O-])c1ccc(Cl)s1)[n+]1ccccc1	?	6%	0%	-29%	-13%	?	-1%	8%	-19%
O=C(NC(=S)N1CCCCCC1)c1cccc([N+](=O)[O-])c1	?	36%	·	-24%	-1%	33%[2.33 µM]	·	25%	·
O=C(CSc1nnc(-c2ccccc2)c(-c2ccccc2)n1)Nc1ccc(Br)cn1	?	1%	19%	-12%	-17%	?	-3%	-6%	-3%
CCCc1nn(C)c(C(=O)Nc2cccc3ccccc23)c1Cl	6%	9%	1%	2%	-13%	2%[59 µM]	2%	11%	4%
O=C(COc1ncnc2c(Cl)cc(Cl)cc12)NCCC1=CCCCC1	9%	-2%	19%	3%	-10%	-7%	1%	14%	-5%
N/C(CS(=O)(=O)c1ccccc1)=N\OC(=O)c1ccc(F)cc1	3%	5%	0%	3%	-2%	31%	-2%	7%	-10%
CCOC(=O)C1(CC2CC2)CCN(C(=O)c2ocnc2C)CC1	8%	5%	?	-10%	-10%	-13%	-4%	-6%	-7%

Entries of single compounds, quoted from the list. Screens in order: BAZ2B inh, APEX1 inh, Pol beta inh, Pol kappa inh, Pol eta inh, G9a block, BLM helicase inh, POLI inh, Anesthetic bind
O=C(NC(=S)N1CCCCCC1)c1cccc([N+](=O)[O-])c1 as listed: ?, 36%, ·, -24%, -1%, 33%[2.33 µM], ·, 25%, ·
Cn1c(SCC(=O)Nc2nccs2)nnc1-c1ccc(S(=O)(=O)N2CCCC2)cc1 as listed: 2%, 1%, 2%, 3%, -19%, -5%, -1%, 23%, -12%

The list goes on:
SMILES	BAZ2B inh	APEX1 inh	Pol beta inh	Pol kappa inh	Pol eta inh	G9a block	BLM helicase inh	POLI inh	Anesthetic bind
CC1(C)C(=O)Nc2ccccc2N1C(=O)COC(=O)c1cc(S(C)(=O)=O)ccc1Cl	4%	-2%	·	-10%	-12%	-11%	·	10%	·
Cc1ccc(S(=O)(=O)N(CCC(=O)NCc2ccc(S(N)(=O)=O)cc2)c2ccccc2)cc1	10%	1%	·	-21%	-7%	6%[0.501 µM]	·	87%[activator]	·
O=C(NCc1cn2ccsc2n1)Nc1ccc(Cl)cc1	5%	9%	-6%	-5%	4%	7%[59 µM]	-2%	29%	0%
O=C(OCc1nnc(-c2ccccc2)o1)c1ccc2c(c1)OCCO2	-5%	-2%	12%	-5%	-14%	0%[0.0925 µM]	-9%	-3%	-15%
Cc1ccc(CN2C(=O)CN(C3CCC(C)CC3)C(=O)C2c2ccc(F)cc2)cc1 (stereo unspecified)	12%	·	-7%	-15%[60.1 µM]	-17%	29%[59 µM]	-6%	7%	-4%

Source: PubChem BioAssay (National Center for Advancing Translational Sciences (NCATS))
